HSP90 refold inh = blocks HSP90-mediated luciferase refolding in reticulocyte lysate; Rabbit reticulocyte lysate, luciferase refolding luminescence, 3 h; inhibition, % at 5.6 µM; 290,000 tested, 0.91% active; AID 1789;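 active = inhibition above the screen-wide mean plus 3 SD, computed separately per campaign, cut at about 16% in these data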;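 note: 0% = DMSO wells and 100% = 60 µM geldanamycin wells; inhibitors lower the luminescence because luciferase stays unfolded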
IEC-6 tox = counter-screen for KLF5 inhibitors: cytotoxicity in IEC-6 cells; IEC-6 cytotoxicity, luminescence viability; inhibition, % at 5 µM; 290,000 tested, 0.78% active; AID 1825; in the data active = inhibition above about 22%;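 note: 0% = plate median of test compound wells and 100% = cytotoxic reference compound wells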
GSK3A inh = inhibitors of human GSK-3 alpha kinase; P49840; ADP-Glo luminescence, 60 min; inhibition, % at 10 µM; 320,000 tested, 0.1% active;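 in the data active = inhibition above about 50%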;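 note: GST-tagged GSK-3 alpha with peptide substrate and 25 µM ATP; 0% = DMSO neutral wells and 100% = GW8510 positive control wells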
Target sequence (P49840 whole entry, looked up): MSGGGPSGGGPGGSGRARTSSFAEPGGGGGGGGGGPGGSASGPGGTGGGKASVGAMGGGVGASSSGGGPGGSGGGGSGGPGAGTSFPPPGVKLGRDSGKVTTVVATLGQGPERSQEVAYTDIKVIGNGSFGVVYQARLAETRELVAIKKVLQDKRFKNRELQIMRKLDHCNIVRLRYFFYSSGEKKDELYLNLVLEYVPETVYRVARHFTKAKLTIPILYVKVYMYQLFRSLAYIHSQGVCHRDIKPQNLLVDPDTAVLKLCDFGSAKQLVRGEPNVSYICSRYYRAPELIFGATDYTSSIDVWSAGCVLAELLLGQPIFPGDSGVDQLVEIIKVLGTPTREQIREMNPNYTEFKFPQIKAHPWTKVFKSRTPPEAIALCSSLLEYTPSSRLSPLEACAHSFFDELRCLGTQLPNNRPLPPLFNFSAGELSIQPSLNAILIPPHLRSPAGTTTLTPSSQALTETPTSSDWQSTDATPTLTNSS
HSF1 inhib = HSF1 inhibition | NIH3T3-HGL HSE-luciferase, MG132-induced, luminescence 8 h; stronger effect = lower value | activity change, negative = inhibition, % at 7.5 µM (by protocol) | 300,000 tested, 0.77% active;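 active = more than half of replicate wells show activity change below -50%, luminescence cut by over half; inconclusive = some wells, but at most half, below -50%; inactive = no replicate well below -50%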;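 note: luciferase reports HSF-1 transcriptional activity via heat shock element; 0% = median of DMSO wells and -100% = zero luminescence signal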
PolyA inhibitor = yeast polyadenylation inhibition; S. cerevisiae SKY197-pL101 polyadenylation reporter, beta-gal luminescence; efflux-impaired pdr1/pdr3 knockout yeast; score 100 = 6 SD above DMSO; calls only at 12 µM; 300,000 tested, 0.02% active; AID 1875;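 active = lowest replicate activity score at least 50, where 100 means six control SD above control mean; inconclusive = lowest score under 50 but half or more replicates reach 50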;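 note: yeast exposed to compound for 9 h at 30 °C; higher score means more reporter readthrough which indicates perturbed polyadenylation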
HSF1 activator = increases HSF-1 driven luciferase reporter signal. NIH3T3-HGL HSF-1 luciferase reporter, MG132, 8 h; 100% = twice DMSO control signal. activation, % at 9 µM. 300,000 tested, 1.7% active. AID 504408;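 active = mean replicate activation of at least 50% with a set share of replicates each reaching 50%; inconclusive = only one of those two conditions met; inactive = mean below 50% and too few replicates reaching it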;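 note: 0% = median of the neutral control wells and 100% = twice that signal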
KLF5 inh = suppresses KLF5 promoter-driven expression | inhibition, % at 5 µM | 290,000 tested, 0.23% active | DLD-1 KLF5 promoter-luciferase reporter, luminescence;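 active = inhibition above a per-plate limit of that plate's mean compound inhibition plus 3 SD, cut at about 60% in these data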;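 note: 0% = DMSO wells and 100% = LY294002 at 200 µM; higher means less KLF5 promoter-driven luciferase light; inactives centre near -14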
aSyn UTR inh = MLPCN primary screen, SNCA 5' untranslated region. alpha-synuclein 5'UTR reporter, inhibitor activity. inhibition, % (tested at 7.5 µM). 300,000 tested, 0.82% active. AID 1813; in the data active = inhibition above about 60%; inconclusive = no clear call, values can overlap the other calls;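 note: H4 neuroglioblastoma cells stably carrying SNCA 5'UTR luciferase fusion; 0% = DMSO wells and 100% = positive control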
GSK3beta inhib = human GSK3beta kinase inhibition; P49841; GST-GSK3beta kinase, ADP-Glo luminescence, 60 min; stronger effect = lower value; activity score (negative = inhibition), % at 10 µM; 300,000 tested, 0.038% active; AID 2097;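 active = more than half of replicate wells score below -50%, meaning over 50% inhibition versus plate controls; inconclusive = some replicates but at most half score below -50%; inactive = no replicate scores below -50%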;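 note: 0% = median DMSO wells and -100% = median GW8510 positive control wells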
Target sequence (P49841 whole entry, looked up): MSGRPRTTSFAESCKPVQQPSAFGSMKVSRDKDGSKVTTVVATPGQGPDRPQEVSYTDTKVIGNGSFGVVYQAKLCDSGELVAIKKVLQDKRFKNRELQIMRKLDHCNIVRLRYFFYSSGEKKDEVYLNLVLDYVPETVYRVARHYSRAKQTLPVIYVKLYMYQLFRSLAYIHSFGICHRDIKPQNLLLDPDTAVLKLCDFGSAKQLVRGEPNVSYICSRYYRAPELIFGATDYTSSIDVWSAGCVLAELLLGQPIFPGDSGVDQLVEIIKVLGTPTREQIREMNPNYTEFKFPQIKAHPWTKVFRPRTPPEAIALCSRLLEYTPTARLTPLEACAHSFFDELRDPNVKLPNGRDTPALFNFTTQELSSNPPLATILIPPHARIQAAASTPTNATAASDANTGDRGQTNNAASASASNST
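Test system: GST-tagged human GSK3beta kinase, cell-free; evaluation: activity score scaled between in-plate DMSO and GW8510 controls; measured by: ADP-Glo luminescence; incubation: 60 min reaction, RT; benchmarks: DMSO and 20 µM GW8510; reagent: peptide substrate plus 25 µM ATP (final); medium: Tris/MgCl2 kinase buffer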
AI-2 QS modul = modulates the Vibrio harveyi AI-2 quorum sensing system; Vibrio harveyi JMH597 AI-2 luminescence/OD600 ratio, 9 h; stronger effect = lower value; strain lacks LuxN and CqsS sensors; 0 = neutral-control median; activity change, % at 7.5 µM; 300,000 tested, 0.4% active; AID 2094; in the data active = activity change below about -75%, passing the limit was not always enough; inconclusive = no clear call, values can overlap the other calls;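 note: luminescence divided by OD600 gain over 9 h not by final OD600 alone; inactives centre near 13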
Active calls of the source: *; i = inactive; ? = inconclusive; / = not tested or not shown. A portion of the library; rates above refer to the full screens.

canonical_smiles,HSF1 inhib,aSyn UTR inh,GSK3beta inhib,PolyA inhibitor,GSK3A inh,HSF1 activator,KLF5 inh,HSP90 refold inh,AI-2 QS modul,IEC-6 tox
CC(Oc1ccc(Cl)cc1Cl)C(=O)NNC(=O)C(=O)N1CCCC1 (stereo unspecified),-10,18,-3,i,-2,-4,-17,-4,8,4
CCOC(=O)Cc1csc(NC(=O)NC2(C(F)(F)F)Oc3ccc(Cl)cc3O2)n1 (stereo unspecified),20,-37,0,i,-1,34,-44,6,22,1
CN(C)/C=C/C(=O)c1ccc(S(=O)c2ccccc2)cc1 (stereo unspecified),20,29,4,i,0,24,4,0,28,-1
COc1ccc(NC(=O)COC(=O)CCNS(=O)(=O)c2ccc(Cl)cc2)cc1,8,-22,0,i,1,7,10,-1,2,-8
Cc1cc(C)nc(/N=C2\NC(=O)CC(C(=O)O)N2c2ccc(F)c(Cl)c2)n1 (stereo unspecified),4,15,0,i,-3,1,-26,-5,32,-4
COc1cc2c(cc1NC(=O)COC(=O)Cn1cnc3ccccc31)oc1ccccc12,11,-76,2,i,/,14,-46,-1,12,5
COc1ccccc1N=Nc1nc(-c2ccccc2)c(-c2ccccc2)[nH]1,-3,-16,1,i,-5,-7,-22,0,19,-4
CC(=O)c1cccc(NC(=O)C(OC(=O)c2cccc(S(=O)(=O)N(C)c3ccccc3)c2)c2ccccc2)c1 (stereo unspecified),11,-21,-3,i,-2,10,-16,-1,22,2
N#Cc1nc(-c2ccccc2F)oc1N1CCN(C(=O)c2ccco2)CC1,1,-2,1,i,-2,5,-11,0,12,-4
COc1ccccc1N1CCN(C(=O)c2cn(C)c3ccc(S(=O)(=O)N4CCOCC4)cc3c2=O)CC1,-2,7,3,i,-1,-2,-29,-9,11,-1
CCOC(=O)N1C2=NC(C(=O)OC)=C(C(=O)OC)[C@@H]3N(C)c4ccccc4[C@]23C[C@H]1C(=O)OC,-1,-26,4,i,-1,5,/,/,13,/
COc1cccc(CC(=O)Nc2ccc(S(=O)(=O)N3CCOCC3)cc2)c1,0,12,1,i,-2,10,/,/,-1,/
O=C(NC1CC(=O)c2sccc21)c1cccc(C(F)(F)F)c1 (stereo unspecified),5,18,3,i,-4,11,-13,1,15,4
COC(=O)c1ccc(NC(=S)N2CCN(Cc3ccccc3OC)CC2)cc1,-6,26,0,i,0,0,7,1,-1,8
O=C(Nc1c(C(=O)Nc2ccc3c(c2)OCCO3)cnn1-c1ccccc1Cl)c1ccco1,-21,-102,-2,i,-5,-26,-10,2,9,-2
CN1C(c2ccccc2)CCOS1(=O)=O (stereo unspecified),-3,-7,-1,i,1,9,-13,0,5,-5
CCCn1nnc(NC(=O)c2ccc(-c3ccccc3)cc2)n1,17,-218,1,i,-4,32,-52,2,14,0
Cn1ncc(Br)c1C(=O)N1CCOCC1,12,13,-2,i,-1,55*,1,-1,6,-7
O=C(O)C1CCCCC1C(=O)OCCCCOC(=O)C1CCCCC1C(=O)O (stereo unspecified),0,10,5,i,1,3,-50,0,17,-2
CC(=O)Nc1ccc(S(=O)(=O)NC(C)C(=O)NC(C)c2ccccc2)cc1 (stereo unspecified),-2,9,-6,i,-2,1,-20,-3,30,1
Cc1nc(N/N=C/c2cccc(F)c2)cc(N2CCOCC2)n1,-3,9,/,i,-2,3,-32,1,/,4
CCC(c1nnnn1Cc1ccccc1)N1CCN(C(=O)c2ccco2)CC1 (stereo unspecified),12,13,-2,i,-2,9,-3,-1,8,-3
COc1cc(C2Sc3ccccc3NC3=C2C(=O)OC3)cc(OC)c1OC (stereo unspecified),0,11,-5,i,-4,-3,-36,-2,28,4
C(=C\c1nc(N2CCCC2)c2ccccc2n1)/c1ccccc1,18,-106,0,i,0,33,-36,-3,17,6
CN(CCCNC(=O)c1nn(C)c2c1CS(=O)(=O)c1ccccc1-2)Cc1ccccc1,-12,17,-1,i,-3,-26,-23,-6,/,-9
CCOC(=O)/C(=C/c1ccc(OC(=O)c2ccncc2)cc1)C(C)=O,16,18,0,/,1,14,-11,-2,47,-2
COc1cc(NC(=O)N[C@@H](Cc2c[nH]c3ccccc23)C(=O)O)c(C(=O)O)cc1OC,-47,4,-4,i,-7,-60,-8,12,8,3
Cc1ccc(S(=O)(=O)N2CCC(C(=O)Nc3ccc4c(c3)OCO4)CC2)cc1,0,33,2,i,10,4,-20,-5,24,0
COCCSc1ccccc1C(=O)Nc1cc(C)ccn1,2,6,-4,i,-1,-10,-10,0,17,4
COc1cccc(CN(C)C(=O)c2cc(COc3c(F)cccc3F)on2)c1,5,-3,-7,i,-1,?,0,4,34,1
COc1ccc(NC(=O)c2ccco2)cc1S(=O)(=O)N1CCOCC1,-3,-2,-5,i,1,-7,-45,-7,37,-8
CCN(CC)C(=S)Nc1ccc(OC(F)F)cc1,8,7,2,i,-1,5,-15,0,9,0
CC(C)(C)c1cc(S(=O)(=O)CCc2ccncc2)cc(C(C)(C)C)c1F,-1,6,-2,i,1,-12,8,5,4,-4
O=C(NCc1ccco1)c1cc(-c2ccccc2)nn1CC1CC(c2cccnc2)=NO1 (stereo unspecified),7,-13,3,i,-3,3,/,/,-1,/
O=C(c1ccccc1)c1ccc(OC(=O)C2CCCCC2)cc1,3,-5,-5,i,-4,-8,-25,-2,18,5
CC(C)(C)NS(=O)(=O)c1ccc(NC(=O)c2cc(-c3ccccc3)nc3ccccc23)cc1,9,7,-5,i,-6,23,-7,1,20,3
COC(=O)Cn1c(C(O)c2ccccc2)nc2ccccc21 (stereo unspecified),2,-10,-4,i,0,2,-27,-2,14,-2
COc1ccc(-n2ncc3c(=O)n(CC(=O)Nc4ccc(S(=O)(=O)N5CCOCC5)cc4)cnc32)cc1,-1,17,1,i,0,-3,-8,3,2,1
O=S(=O)(NC1=NCCC1)c1ccc(F)cc1F,-2,1,-1,i,1,18,-33,0,9,2
O=C1Nc2ccccc2N=C(c2ccccc2)C1Br (stereo unspecified),2,6,-5,i,-2,-3,2,4,29,2
Cn1c(=O)c2c(nc(SCCCC#N)n2Cc2c(F)cccc2Cl)n(C)c1=O,5,0,0,i,-1,11,-3,0,6,5
CCCCCOc1ccccc1C(=O)NCCC(=O)O,-2,-13,4,i,-5,34,-8,1,15,1
COCCn1c(-c2ccc(Cl)cc2Cl)nc2c(c(=O)c3ccccc3n2C)c1=O,-9,41,5,i,-1,0,14,-3,29,-6
COC(=O)C1=C(C)Nc2ncnn2C1c1cccnc1 (stereo unspecified),-8,4,0,i,13,-8,-39,-4,10,5
CN(C1CCCCC1)S(=O)(=O)CCNC(=O)c1ccccc1,-3,1,-2,i,0,-3,/,/,-6,/
O=C(NCCc1ccccc1)C1CCCN(C(=O)NC2CCCCC2)C1 (stereo unspecified),2,14,-4,i,-3,3,13,1,15,1
NCCCC[C@H]1CNC(=S)N1CCCCC1CCCCC1,-2,-2,0,i,13,5,-11,5,15,0
O=[N+]([O-])c1cnccc1Nc1cccc(F)c1,0,-32,3,i,3,-10,-14,-1,7,0
O=C(Nc1ccncc1)c1ccccc1Cl,-7,-41,-8,i,10,-17,-28,-2,4,1
O=C(Oc1ccccc1)c1cccc2cccc(C(=O)Oc3ccccc3)c12,12,15,3,i,/,/,-4,2,7,2
O=C(CN1C(=O)NC2(CCCCCCC2)C1=O)N1CCOCC1,-6,-2,3,i,-1,-11,-12,-2,12,-8
CCOC(=O)c1cccc(NC(=O)CCn2cccc2)c1,4,-6,1,i,1,0,-6,-3,23,-3
Cc1nn(Cc2ccc(Cl)cc2)c(C)c1NC(=O)c1noc2c1CCCCC2,-7,5,10,i,-1,9,-28,3,13,-7
O=C(NCc1ccccn1)c1ccc(Cn2cc(Br)cn2)o1,-2,22,-28,i,-3,-1,-25,3,49,2
CCS(=O)(=O)c1nc(S(=O)(=O)c2ccc(C)cc2)c(N2CC(C)OC(C)C2)s1 (stereo unspecified),11,-105,-2,i,-1,22,-42,0,45,-4
COc1ccc(N(CN2C(=O)C3CCCCC3C2=O)C(=O)c2ccco2)cc1 (stereo unspecified),1,6,1,i,0,2,-26,1,14,0
C=CCNC(=O)COC(=O)c1ccccc1C(=O)N(C)C1CCCCC1,-13,-4,-3,i,2,-5,-8,-3,13,-1
CCC(CC)C(=O)Nc1cccc(C(=O)NC(C)(C)C)c1,-8,17,2,i,-6,-2,-3,-4,31,-1
O=C1CC(c2cccc(Cl)c2)CC(O)=C1C=Nc1cccc(Cl)c1 (stereo unspecified),/,2,2,i,2,/,11,-1,13,2
CCCc1ccc2oc(C(=O)NCCc3cnn(C)c3)c(C)c2c1,40,-182,-3,i,1,40,-87,-5,21,-9
COc1cc2c(cc1OC)CN(C(=O)c1cc(=O)c3ccccc3o1)CC2,-16,13,4,i,6,-8,38,2,6,18
